procasp3 activ = procaspase-3 (human) activation | recombinant procaspase-3 D3A, Ac-DEVD-pNA absorbance 405 nm | activation, % at 8.5 µM | 0.11% of 330,000 active;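 active = activation above the mean of all tested compounds plus 3 SD, cut at about 21% in these data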;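 note: 0% = DMSO alone and 100% = DMSO wells spiked with extra 5 µM PC-3 D3A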
Target sequence (P42574 whole entry D9A/D28A/D175A): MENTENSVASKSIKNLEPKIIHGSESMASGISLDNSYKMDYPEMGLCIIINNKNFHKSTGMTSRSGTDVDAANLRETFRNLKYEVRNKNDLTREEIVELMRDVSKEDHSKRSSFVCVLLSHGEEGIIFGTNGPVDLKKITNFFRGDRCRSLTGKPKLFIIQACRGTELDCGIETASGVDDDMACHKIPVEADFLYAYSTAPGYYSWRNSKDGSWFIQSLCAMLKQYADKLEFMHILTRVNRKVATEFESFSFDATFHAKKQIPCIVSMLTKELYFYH
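Evaluation: percent activation relative to control range; Material: Procaspase-3 D3A mutant, all three cleavage aspartates alanine; Compound: single dose, 8.5 µM nominal compound, 0.8% DMSO; Replication: one well per compound; Signal: absorbance at 405 nm, 0 and 120 min; Schedule: 1 h preincubation plus 2 h reaction at 25 °C.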
procasp7 counter = counter-screen for procaspase-3 activators: activators of human procaspase-7 | P55210 | recombinant procaspase-7, Ac-DEVD-pNA absorbance 405 nm; D23A/D198A/D206A triple mutant, cannot self-cleave; scale: DMSO 0, 5 µM enzyme 100 | activation, % at 8.5 µM | 0.093% of 330,000 active;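 active = percent activation above the screen-wide mean plus 3 SD, cut at about 25% in these data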
Target sequence (P55210 whole entry D23A/D198A/D206A): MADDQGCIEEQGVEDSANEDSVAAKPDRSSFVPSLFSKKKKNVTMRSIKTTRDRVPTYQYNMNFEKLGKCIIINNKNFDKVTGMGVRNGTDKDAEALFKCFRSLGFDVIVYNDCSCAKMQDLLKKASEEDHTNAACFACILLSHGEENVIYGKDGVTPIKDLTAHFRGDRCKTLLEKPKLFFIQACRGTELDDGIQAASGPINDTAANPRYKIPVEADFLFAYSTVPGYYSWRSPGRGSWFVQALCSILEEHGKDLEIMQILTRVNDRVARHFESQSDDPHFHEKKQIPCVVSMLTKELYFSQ
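Test system: Procaspase-7 triple mutant (PC-7 D3A). Also added: Ac-DEVD-pNA substrate, 400 µM as added. Schedule: 1 h enzyme–compound preincubation and 2 h substrate reaction, both 25 °C. Signal: p-Nitroaniline absorbance at 405 nm, read at 0 and 120 min. Control set: low DMSO alone, high DMSO plus 5 µM PC-7.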
Fh CTSL1 inh = counter-screen for PFM18AAP inhibitors: inhibitors of F. hepatica cathepsin L1. recombinant F. hepatica cathepsin L1, Z-Leu-Arg-MCA fluorescence. inhibition, % at 5.96 µM. 0.49% of 300,000 active;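 active = inhibition above the mean of all tested compounds plus 3 SD, set per screening campaign, cut at about 17% in these data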;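 note: 0% = plate median of test compound wells and 100% = 1 µM Z-Phe-Ala-diazomethylketone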
AHR activator = activates the human aryl hydrocarbon receptor; AHR-responsive luciferase reporter cells, luminescence; activation, % at 5 µM; 2.5% of 320,000 active; AID 2796; in the data active = activation above about 47%;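 note: 0% = vehicle wells and 100% = reference agonist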
core dimer inh = blocks dimerization of HCV core protein. 0.33% of 300,000 active. inhibition, % at 5 µM. TR-FRET GST/Flag-core106 dimerization, 1536-well;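 active = inhibition above the mean of all tested compounds plus 3 SD, set per screening campaign, cut at about 45% in these data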
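Assay system: tagged HCV core106 pair (GST and Flag); medium: KF-containing HEPES buffer, pH 7.45, DTT, CHAPS, BSA; also added: Eu donor and XL665 acceptor anti-tag antibodies; dosing: 5 µM single dose; timing: compound-protein-antibody incubation 4 h at 22.5 °C; signal: TR-FRET 671 and 617 nm emission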
TPT1 inh = blocks Candida albicans tRNA 2'-phosphotransferase | recombinant caTPT1, FP RNA substrate dephosphorylation | inhibition, % at 5 µM | 0.81% of 300,000 active;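 active = inhibition above the mean of all tested compounds plus 3 SD, set per screening campaign, cut at about 24% in these data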;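 note: plate controls were DMSO alone for no effect and ferristatin control at 100 nM for full effect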
PAFAH2 inh = PAFAH2 (human) inhibition; AID 492956; recombinant PAFAH2, FP-rhodamine activity probe, fluorescence polarization; 0.99% of 340,000 active; Q99487; inhibition, % at 3.39 µM;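 active = inhibition above the mean over all tested compounds plus 3 SD, cut at about 30% in these data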;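 note: inhibitors block probe labeling of enzyme so polarization drops; 0% = enzyme with DMSO and 100% = wells lacking PAFAH2 protein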
PP1 inh = PP1-alpha (human) inhibition in PP5 counter-screen; P62136; 0.9% of 320,000 active; inhibition, % at 6.7 µM; purified PP1alpha, OMFP fluorescence;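 active = inhibition above the mean inhibition of all tested compounds plus 3 SD, computed separately for each screening campaign, cut at about 15% in these data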
Target sequence (P62136 whole entry, looked up): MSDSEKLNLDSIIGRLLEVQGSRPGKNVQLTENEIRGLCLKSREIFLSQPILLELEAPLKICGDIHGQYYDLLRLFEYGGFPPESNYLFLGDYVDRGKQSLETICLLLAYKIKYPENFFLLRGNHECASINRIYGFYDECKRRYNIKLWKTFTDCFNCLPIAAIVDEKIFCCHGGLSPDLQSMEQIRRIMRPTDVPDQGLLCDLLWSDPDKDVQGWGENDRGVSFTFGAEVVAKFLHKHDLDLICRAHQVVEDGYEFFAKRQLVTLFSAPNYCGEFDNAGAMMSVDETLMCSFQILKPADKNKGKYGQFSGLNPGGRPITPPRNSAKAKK
PP5 primary = blocks human protein phosphatase 5 activity; purified PP5c, OMFP substrate fluorescence; inhibition, % at 6.7 µM; 0.18% of 320,000 active; AID 1987;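 active = inhibition above the campaign's mean inhibition across all tested compounds plus 3 SD, cut at about 9.5% in these data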;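 note: 0% = DMSO only and 100% = 100 µM cantharidin control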
* hit, by the source's call; nt = not tested or not shown.

SMILES	procasp3 activ	procasp7 counter	Fh CTSL1 inh	AHR activator	core dimer inh	TPT1 inh	PAFAH2 inh	PP1 inh	PP5 primary
COCC(C)n1c(SCC(=O)N(C)C2CCS(=O)(=O)C2)nc2ccccc2c1=O (configuration not stated)	6	1	2	-1	1	1	2	1	1.0
Cc1cc(C(=O)CSc2nnc(Nc3ccccc3)s2)c(C)n1CC1CCCO1 (configuration not stated)	2	2	4	14	15	-9	-5	6	-0.2
O=C(O)c1ccc(/C=N/NC(=O)c2cc(-c3ccc4c5c(cccc35)CC4)n[nH]2)cc1	-10	5	-1	78*	33	0	-31	13	5.4
Cc1ccc(NC(=O)CCN2CC(C)OC(C)C2)cc1 (configuration not stated)	-4	2	3	-1	4	3	-10	3	0.0
COc1ccccc1CC(NC(C)=O)C(=O)NC1CCN(C(=O)c2ccc([N+](=O)[O-])cc2)CC1 (configuration not stated)	-2	-8	2	1	-6	-2	8	2	1.6
C#CCNC(=O)/C=C/c1ccc(C)cc1	-4	0	-1	12	-12	1	4	-4	1.7
CC(=O)NCCCc1nc2ccccc2n1Cc1c(F)cccc1Cl	2	2	7	-2	-2	-3	4	-2	-2.3
Cn1ccs/c1=N\S(=O)(=O)c1ccc(Br)cc1	-1	-4	3	-1	-2	3	4	-5	0.3
CCNC(=O)CN(c1ccccc1OC)S(=O)(=O)c1cccs1	-4	-11	-3	0	3	-1	-6	2	-1.4
Cc1ccc(NC(=O)C2CCN(S(=O)(=O)c3ccc(F)cc3)CC2)cc1	-4	3	0	-2	0	0	5	0	1.2
CCOCCCNC(=O)C1CCC(CNS(=O)(=O)c2cccc3nsnc23)CC1 (configuration not stated)	-2	-4	2	1	2	-3	-1	-3	-2.7
CCOC(=O)c1c(C)[nH]c2cc(Br)c(OC)cc12	-11	4	-6	51*	6	2	-1	-1	0.3
COc1cccc(NC(=O)CN(C)C(=O)c2ccccn2)c1	-4	2	nt	9	nt	nt	9	nt	nt
COc1ccccc1NC(=O)C1=C(C)NC(=O)NC1c1ccccc1[N+](=O)[O-] (configuration not stated)	1	-3	6	71*	3	5	0	-6	-0.9
CCC(Sc1nc(N)cc(=O)[nH]1)C(=O)NC(C(=O)OC)c1ccccc1 (configuration not stated)	-9	5	-4	5	0	-1	nt	-3	2.7
FC(F)(F)c1ccccc1-c1nc(-c2ccncc2)no1	-7	0	0	1	-5	-2	1	3	3.2
COc1ccccc1C(=O)NCCC(=O)N1CCN(S(=O)(=O)c2ccc(Cl)cc2)CC1	-4	-4	nt	3	nt	nt	2	-2	2.1
CCc1c(C)sc(NC(=O)c2ccco2)c1C(=O)N1CCCCC1	1	-1	-2	-1	2	1	-6	-1	0.5
CN(Cc1ccccc1)C(=O)COC(=O)C12CC3CC(CC(Br)(C3)C1)C2	-7	-6	nt	-1	nt	nt	-18	nt	nt
CCCCN1C2CCCC1CC(NC(=O)c1ccccc1Cl)C2 (configuration not stated)	-4	0	-6	-1	-5	0	9	-2	3.4
COC(=O)CNC(=O)COC(=O)C(Cc1ccccc1)NC(=O)c1ccco1 (configuration not stated)	-6	-7	4	0	4	-1	3	-2	-0.1
CCN1CCN(C(=O)C2=CC(c3ccc(OC)cc3)=NS(=O)(=O)N2C)CC1	10	-2	0	10	9	0	-6	-3	-0.9
COc1ccc(C2CC(=O)Oc3c2c(=O)n(C)c2ccccc32)c(OC)c1OC (configuration not stated)	1	-5	-1	2	3	-2	-2	-5	-1.8
COC(=O)/C(=C\Nc1ccc(OC)cc1)NC(=O)c1ccc(Cl)cc1Cl	-2	8	9	9	-10	3	8	0	1.6

Of the compounds above, these have bromine.
SMILES	procasp3 activ	procasp7 counter	Fh CTSL1 inh	AHR activator	core dimer inh	TPT1 inh	PAFAH2 inh	PP1 inh	PP5 primary
Cn1ccs/c1=N\S(=O)(=O)c1ccc(Br)cc1	-1	-4	3	-1	-2	3	4	-5	0.3
CCOC(=O)c1c(C)[nH]c2cc(Br)c(OC)cc12	-11	4	-6	51*	6	2	-1	-1	0.3
CN(Cc1ccccc1)C(=O)COC(=O)C12CC3CC(CC(Br)(C3)C1)C2	-7	-6	nt	-1	nt	nt	-18	nt	nt

(list continues)
SMILES	procasp3 activ	procasp7 counter	Fh CTSL1 inh	AHR activator	core dimer inh	TPT1 inh	PAFAH2 inh	PP1 inh	PP5 primary
CCOc1ccc(-n2c(=O)c3sccc3n(Cc3ccc(C)cc3)c2=O)cc1	10	13	-2	-1	7	-3	-1	-1	1.3
COc1ccccc1NS(=O)(=O)c1cccc(NS(=O)(=O)c2cc(C(=O)O)ccc2OC)c1	-3	13	nt	-1	nt	nt	0	nt	nt
O=c1cc(C(F)(F)F)nc(-c2cccnc2)[nH]1	4	6	-4	3	-1	-2	6	0	1.4
COc1ccc(Cl)cc1NC(=O)COC(=O)C1=NNC(=O)CC1	-1	0	nt	4	nt	nt	3	nt	nt
O=[N+]([O-])c1ccc(N=NN(CCO)CCO)cc1	2	-2	5	-1	-10	-3	5	-3	0.2
CSc1ccccc1OCc1cc(C(=O)N2CCN3CCCC3C2)no1 (configuration not stated)	-3	3	8	0	7	1	0	-3	1.1
CCOc1ccc(NC(=S)N(CCCN2CCOCC2)Cc2cn(C)c3ccccc23)cc1	8	5	-3	4	3	-1	17	2	3.4
Cc1cc(Cl)nc(Cl)c1C(=O)NC(=O)NCCC(C)C	6	4	0	2	2	5	3	-2	-0.9
CCOc1oc(-c2ccc(OC)cc2)nc1C(F)(F)F	16	-12	4	-1	-6	-2	5	-6	1.1
Cc1ccc(C2(C)NC(=O)N(CC(=O)NNC(=O)c3ccccc3F)C2=O)cc1 (configuration not stated)	8	4	nt	0	nt	nt	-4	-1	2.9
C=CCN1C(=O)c2ccccc2Sc2ccc(C(=O)N3CCN(C)CC3)cc21	1	6	-2	3	-6	-3	2	1	-2.8
CCOC(=O)c1c(NC(=O)CCl)sc(CN(C)C)c1-c1ccccc1	-3	-5	22*	1	16	-3	2	0	-0.1

No new results follow: an excerpt of the list.
SMILES	procasp3 activ	procasp7 counter	Fh CTSL1 inh	AHR activator	core dimer inh	TPT1 inh	PAFAH2 inh	PP1 inh	PP5 primary
CCOc1ccc(-n2c(=O)c3sccc3n(Cc3ccc(C)cc3)c2=O)cc1	10	13	-2	-1	7	-3	-1	-1	1.3
COc1ccccc1NS(=O)(=O)c1cccc(NS(=O)(=O)c2cc(C(=O)O)ccc2OC)c1	-3	13	nt	-1	nt	nt	0	nt	nt

Further records
SMILES	procasp3 activ	procasp7 counter	Fh CTSL1 inh	AHR activator	core dimer inh	TPT1 inh	PAFAH2 inh	PP1 inh	PP5 primary
Cc1ccc(C(=O)Nc2ccc3ccccc3n2)cc1	-7	12	-1	5	-1	1	0	-6	2.5
O=C1CC(C(=O)Nc2ncccn2)C(c2ccccc2)O1 (configuration not stated)	8	12	8	-1	-1	1	1	1	-0.8
Cc1ccn2cc(CCNC(=O)Cc3cccs3)nc2c1	-1	2	0	0	-11	0	-5	-3	-0.2
O=C(Nc1ccccc1)/C(=C\c1cccs1)NC(=O)c1ccccc1	-9	6	1	2	-1	0	-7	-1	0.0
COCc1ccc(C(=O)N2CCCC(CNC(=O)c3ccc(F)cc3)C2)o1 (configuration not stated)	9	2	1	3	-2	4	-4	-3	3.7
COc1ccc(C(=O)OCC(=O)NCC2CCCO2)c(F)c1 (configuration not stated)	4	8	nt	1	nt	nt	38*	-1	-0.2
O=Cc1c(Cl)cccc1Cl	5	3	nt	-2	nt	nt	-4	-3	2.2
CN(CC(=O)NCCCc1ccccc1)Cc1ccc(Br)cc1	12	6	4	2	-3	-1	6	-1	1.9
CCCn1c(SCc2nc3sc(C)c(C)c3c(=O)[nH]2)nc2ccccc2c1=O	1	-3	-1	4	2	3	-6	2	0.5
Cc1cc(C)c(C(=O)Nc2ccc(S(=O)(=O)Nc3ccccn3)cc2)c(C)c1	-2	11	-4	3	-15	-2	10	1	2.4
COc1ccc(-c2cc(C(F)(F)F)n3nc(C(=O)N4CCN(C(=O)c5ccco5)CC4)cc3n2)cc1	-1	-3	-1	14	11	-6	5	-3	1.8
COc1ccc(CC(=O)NCc2ccc3c(c2)cc(C)n3C)cc1	3	-7	0	3	34	-10	16	10	-0.1
CNC(C)C(=O)NC(C(=O)N1CCCC1C(=O)NC1CCCc2ccccc21)C(C)C (configuration not stated)	4	2	nt	0	nt	nt	4	-2	3.7
Cc1sc(NC(=O)/C=C/c2ccco2)c(C(=O)O)c1C	0	5	7	4	-2	-1	6	-3	-2.5
Cc1noc(C)c1NC(=O)Nc1cccc2c1O[C@@H](CN(C)C)[C@@H](C)CN([C@H](C)CO)C2=O	-5	6	nt	-2	nt	nt	8	nt	nt
C=CCc1ccccc1OCC(O)Cn1ccnc1C (configuration not stated)	-1	4	-7	0	0	-2	0	-1	2.5
CNc1ncc(-c2nnnn2-c2ccccc2)c(-c2ccccc2)n1	12	3	-1	0	5	-1	-3	-5	-2.3
O=C1OCc2ccc(NC(=O)c3sccc3Cl)cc21	-3	-2	-3	1	-10	0	1	1	3.6
COc1ccc(CCc2nnc(CCC(=O)NCc3cnn(-c4ccccc4C)c3)o2)cc1	-7	-4	0	0	-9	0	-4	-2	0.3
CCN(CC(=O)Nc1cc(Cl)ccc1C)C(=O)CSCc1c(C)noc1C	12	7	-1	0	-9	-3	-1	-2	0.3
O=C(O)c1ccc2c(c1)C(=O)N(Cc1ccc3c(c1)OCO3)C2=O	3	5	3	-1	0	-2	-2	-4	-1.1
Cc1ccccc1CNC(=O)CCC(=O)N1CCOc2ccc(Cl)cc21	-11	11	0	3	-4	-2	-33	8	-0.1
O=C(NCCCN1CCOCC1)Nc1ccc(Cc2ccc(NC(=O)NCCCN3CCOCC3)cc2)cc1	3	12	3	-1	-8	-4	-7	-1	0.2
CCCCC(=O)Nc1ccc(Br)cc1C(=O)O	-8	4	-6	8	-2	1	-12	-4	-2.4
Cc1ccc(S(=O)(=O)/N=C2/NC(=O)/C(=C/c3ccccn3)S2)cc1	-1	6	1	0	5	-1	-5	0	-1.2
Cc1oc(/N=C/c2ccccc2O)c(C#N)c1C	-2	-13	-8	20	-3	-2	-11	-4	0.4
Cc1ccc(S(=O)(=O)N(CC(=O)NCc2cccnc2)C2CCCCC2)cc1	-5	-1	-1	-1	6	-5	1	-3	-0.5
CC1(c2ccccc2)NC(=O)N(CC(=O)Nc2ccccc2N2CCCC2)C1=O (configuration not stated)	0	-3	18*	13	-14	-1	-4	-5	0.8
CC1(OC(=O)C2CCCC2)C(=O)C=C2C=C(c3ccsc3)N(Cc3ccco3)C=C2C1=O (configuration not stated)	8	-23	22*	21	4	-2	-2	7	1.9
CCOc1cc(-c2nn3cnnc3s2)cc(OCC)c1OCC	1	0	-3	4	2	2	-9	3	0.6
Clc1ccc(Cc2nn3c(Cn4nnc5ccccc54)nnc3s2)cc1	-7	-7	0	1	5	-2	5	2	-0.4
COc1ccc(C(=O)Nc2ccccc2C(=O)N2CCOCC2)cc1Br	-3	-1	0	4	-2	0	-2	-7	0.1
Cc1ccc(OC(=O)C23CC4CC(CC(C4)C2)C3)c(C)n1	8	-3	-1	3	4	-1	-2	-1	3.0
CCCCN(CC)Cc1ccc(CNC(=S)Nc2c(C)cc(C)cc2C)o1	8	6	-5	1	1	-1	1	-1	1.4
COC(=O)c1cc(-c2cccs2)nn1-c1ccccc1	7	-1	-1	1	-2	-1	-1	-1	0.4

Bioassay records as filed in PubChem.
